Bioassay records (PubChem BioAssay)
GlmU inhibition: inhibition of mycobacterial GlmU enzyme – biochemical, glucosamine-1-phosphate acetyltransferase (AID 1376); Bifunctional protein GlmU (Mycobacterium tuberculosis (strain ATCC 25618 / H37Rv)); M. tuberculosis GlmU acetyltransferase enzyme assay; higher % means a stronger effect; one-dose inhibition, %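 (tested at 30 µM in the primary screen)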; IC50 in µM for titrated hits; 0.25% of 220,000 active; in the data active = inhibition above about 13%; inconclusive = no clear call, values can overlap the other calls;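 also: 0% = complete reaction with vehicle and 100% = reaction without substrate; strong numbers were not always called active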
RmlCD inh 1536: M. tuberculosis RmlC/RmlD coupled enzyme inhibitors, primary screen, biochemical, compound mixtures, 384-well, from 1536-well plates; 0.03% of 160,000 active; dTDP-4-dehydrorhamnose reductase (Mycobacterium tuberculosis (strain ATCC 25618 / H37Rv)) …; inhibition, % at 3.6 µM; RmlC+RmlD coupled enzyme assay, percent inhibition; primary screen in compound mixtures; in the data active = inhibition mostly above about 34%, no sharp cut-off; inconclusive = no clear call, values can overlap the other calls; inactive = mostly below about 22%; also: some results filed as inactive read as strong as hits
Target sequence (P9WH09 whole entry, looked up): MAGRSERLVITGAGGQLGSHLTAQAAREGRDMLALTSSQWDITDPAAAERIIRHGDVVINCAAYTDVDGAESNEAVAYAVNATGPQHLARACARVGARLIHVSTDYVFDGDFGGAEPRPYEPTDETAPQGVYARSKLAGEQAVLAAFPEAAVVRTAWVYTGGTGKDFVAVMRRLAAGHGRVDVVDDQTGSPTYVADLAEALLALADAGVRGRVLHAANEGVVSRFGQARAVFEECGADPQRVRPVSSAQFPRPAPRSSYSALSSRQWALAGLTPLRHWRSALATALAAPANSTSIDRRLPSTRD
Target sequence (P9WH11 whole entry, looked up): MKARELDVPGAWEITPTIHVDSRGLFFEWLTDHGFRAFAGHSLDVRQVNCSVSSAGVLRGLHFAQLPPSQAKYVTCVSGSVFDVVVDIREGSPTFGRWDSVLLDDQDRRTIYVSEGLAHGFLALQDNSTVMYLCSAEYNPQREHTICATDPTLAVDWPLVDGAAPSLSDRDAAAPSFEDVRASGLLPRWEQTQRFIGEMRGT
* hit, by the source's call; u = inconclusive; x = not tested or not shown; & = joins results of further samples. The list is partial; the hit share may differ from the screen's.

[1] CC(Cc1ccsc1)NCc1cn[nH]c1-c1ccc(F)cc1F (centres undefined)
[2] Cc1ccc(S(=O)(=O)CCC(=O)OCC(=O)c2c[nH]c3ccccc23)cc1
[3] COc1cc(/C=N/NC(=O)CSCc2ccc([N+](=O)[O-])cc2)cc(OC)c1OC
[4] CCOC(=O)C1=C(CC)OC(N)=C(C#N)C1c1ccsc1 (centres undefined)
[5] Cc1ccc(NC2=C(Cl)C(=O)OC2OC(=O)c2ccc(C)cc2)cc1 (centres undefined)
[6] Cn1c(=O)n(C)c2cc(/C=N/NC(=O)c3ccc(Cl)cc3Cl)ccc21
[7] C=CCn1c(-c2csc3c2CCC(C)C3)n[nH]c1=S (centres undefined)
[8] CC(C)(C)NCCOc1ccc2ccccc2c1

Screen / compound no.	1	2	3	4	5	6	7	8
GlmU inhibition	2.1%	1.0%	2.6%	0.9%	-1.0%	3.4%	4.3%	1.6%
RmlCD inh 1536	x	7	x	x	-3	-2	-8	x

Exported with values under each structure: four of the compounds above.
Each structure is followed by: GlmU inhibition	RmlCD inh 1536
4. CCOC(=O)C1=C(CC)OC(N)=C(C#N)C1c1ccsc1 (centres undefined)
→ 0.9%	x
5. Cc1ccc(NC2=C(Cl)C(=O)OC2OC(=O)c2ccc(C)cc2)cc1 (centres undefined)
→ -1.0%	-3
6. Cn1c(=O)n(C)c2cc(/C=N/NC(=O)c3ccc(Cl)cc3Cl)ccc21
→ 3.4%	-2
7. C=CCn1c(-c2csc3c2CCC(C)C3)n[nH]c1=S (centres undefined)
→ 4.3%	-8

Going on with the list:
[9] CC(C)(C)n1nnnc1C(c1cccs1)N1CCCc2ccccc21 (centres undefined)
[10] CCOc1cc(CNc2ccc(S(N)(=O)=O)cc2)cc(Cl)c1OC
[11] CCOC(=O)Cc1csc(NC(=O)/C=C\c2ccccc2Cl)n1
[12] CC(=O)C1=C(O)C(=O)N(CCc2c[nH]c3ccccc23)C1c1cccc(O)c1 (centres undefined)
[13] CCn1ncc(/C=C/C(=O)NCc2cn(C)nc2C)c1C
[14] CCOCC(=O)N1CCC(Cc2ccccc2)CC1
[15] O=c1[nH]ncc2c3ccccc3n(Cc3cccc(Cl)c3)c12
[16] Cc1ccc(C(=O)CSc2nc(C)cc(=O)[nH]2)cc1

Screen / compound no.	9	10	11	12	13	14	15	16
GlmU inhibition	3.7%	9.7%	8.0%	4.0%	6.0%	-4.3%	4.0%	5.6%
RmlCD inh 1536	14	u	9	7	4	14	-5	x

[17] CC(=NCCc1ccccc1)C1=C(O)C(c2ccccc2)OC1=O (centres undefined)
[18] COc1ccc(-c2cc(C(F)(F)F)c(C#N)c(SCC(=O)O)n2)cc1OC
[19] O=c1c2cc(Cl)ccc2[nH]c(=S)n1Cc1ccccn1
[20] CN(C)S(=O)(=O)c1ccc(-c2csc(-c3cccnc3)n2)cc1
[21] CC(O)c1nc2ccccc2n1C/C=C/c1ccccc1 (centres undefined)
[22] Cc1ccc(-c2nc3cccnc3s2)cc1NS(C)(=O)=O
[23] CC(=O)NC(CCS(C)(=O)=O)C(=O)Nc1cccc(Cl)c1Cl (centres undefined)
[24] Fc1ccccc1N1CCN(C2CCN(Cc3c[nH]c4ccccc34)CC2)CC1

Screen / compound no.	17	18	19	20	21	22	23	24
GlmU inhibition	6.9%	-1.9%	-4.1%	-0.3%	-5.0%	-1.4%	-3.0%	-0.2%
RmlCD inh 1536	2	-4	-3	x	-1	x	-9	x

[25] C(=C\c1ccccc1)/CSc1ccccn1
[26] O=c1oc(-c2cccs2)nc2sc3c(c12)CCCCC3
[27] CCOc1ccc2c(c1)C(c1ccc(C)cc1)=NNC(c1ccc(OC)cc1)=N2
[28] O=C(Cn1cc(C(F)(F)F)ccc1=O)N1CCN(S(=O)(=O)c2ccccc2)CC1
[29] O=C(Nc1ccc(Br)cc1)C1CC=CCC1C(=O)OCC1CCCO1 (centres undefined)
[30] COc1ccc(C(=O)NC2CCCCC2)cc1S(=O)(=O)N1CCCC1
[31] C=CCNc1nc(-c2ccccc2)nc(-n2ccnc2)n1
[32] CCOC(=O)c1ccc(NC(=S)NC2CCCC2)cc1

Screen / compound no.	25	26	27	28	29	30	31	32
GlmU inhibition	1.8%	4.2%	-1.1%	1.1%	2.8%	1.4%	4.5%	-3.2%
RmlCD inh 1536	5	x	x	-3	-2	x	x	-12

[33] COc1ccccc1NC(=O)COc1ccccc1
[34] CC(C)C(=O)Nc1cccc(NC(=S)NC(=O)c2ccccc2Cl)c1
[35] CCOc1ccc(N2CC(C(=O)Nc3ccccn3)CC2=O)cc1 (centres undefined)
[36] Cn1c(C(=O)OC(C(=O)NC2CCCCC2)c2cccnc2)cc2sccc21 (centres undefined)
[37] O=C1c2ccccc2C(=O)N1CCCCSc1nnc2ccccn12
[38] CC(C)c1ccc(-n2nc3ccc(N)cc3n2)cc1
[39] COC(=O)c1sccc1NC(=O)CC1C(=O)NCCN1C(=O)Nc1ccc(F)cc1F (centres undefined)
[40] Cc1ccc(C(=O)N/N=C/C=C/c2ccccc2)cc1

Screen / compound no.	33	34	35	36	37	38	39	40
GlmU inhibition	0.7%	-3.5%	1.5%	-2.8%	5.1%	-5.5%	4.5%	4.4%
RmlCD inh 1536	x	x	3	-2	x	9	-4	-6

[41] Cc1cc(C)nc(SCc2cn3ccccc3n2)n1
[42] O=C(Cn1cc2c(n1)CCCC2)N1CCOCC1
[43] CCCCn1c(O)c(C(CC)=Nc2ccc(C(=O)O)cc2)c(=O)[nH]c1=O
[44] CC(C)CNC(=S)Nc1ccccc1F
[45] Cc1ccc(-c2noc(C3CCCN(C(=O)c4c(F)cccc4F)C3)n2)cc1 (centres undefined)
[46] CON(C)c1nc(OCCNC(=O)COc2ccc(Cl)cc2C)nc(N(C)C)n1
[47] COc1ccc(NS(=O)(=O)c2cc(NC(=O)C3CC3)ccc2N2CCCCC2)cc1
[48] OCCN1CN=C(Nc2nc3ccccc3s2)NC1

Screen / compound no.	41	42	43	44	45	46	47	48
GlmU inhibition	0.1%	4.0%	2.1%	3.6%	1.1%	-1.5%	-1.0%	0.1%
RmlCD inh 1536	x	x	-8	-120	-4	x	-2	2

[49] Cc1ccc(/C=C/C(=O)N2CCN(S(=O)(=O)c3ccc(C)c(C)c3)CC2)o1
[50] C/C(=N\N=C\c1cccc(F)c1)c1nnn(-c2nonc2N)c1C
[51] O=C(Nc1ccc(C(F)(F)F)cc1)c1ccccc1Br
[52] c1ccc(-c2nc(-c3cccs3)[nH]c2-c2ccccc2)cc1
[53] Cc1ccc(C)c(N(CC(=O)NCc2ccc3c(c2)OCO3)C(=O)CCC(=O)Nc2ccccn2)c1
[54] C=CCNC(=S)Nc1cccc2ccccc12
[55] O=C(CN1CCN(CC(=O)Nc2ccccn2)CC1)Nc1ccccn1
[56] CCN(CC)S(=O)(=O)c1cccc(S(=O)(=O)N2CCCCC2)c1

Screen / compound no.	49	50	51	52	53	54	55	56
GlmU inhibition	-12%	1.5%	-6.5%	4.2%	1.9%	2.0%	-3.2%	-3.6%
RmlCD inh 1536	9	-9	-7	7	-2	6	11	6

[57] OCCN1C[C@H](O)[C@@H](O)[C@H](O)[C@H]1CO
[58] Nc1nc(-c2ccco2)c(-c2ccco2)s1
[59] O=C(CN(C(=O)Cn1nnc(-c2cccs2)n1)c1ccc2c(c1)OCCO2)NCC1CCCO1 (centres undefined)
[60] O=C(NCCc1ccc(F)cc1)c1cccs1
[61] Cc1cc(C)n2nc(SCCC(=O)NCCc3ccccc3)nc2n1
[62] Cc1ccc(Cl)cc1NC(=O)c1cc2ccccc2cc1O
[63] COc1ccc(CC(=O)N2CCOCC2)cc1
[64] CC1CC(C)(C)NC(=S)O1 (centres undefined)

Screen / compound no.	57	58	59	60	61	62	63	64
GlmU inhibition	2.7%	0.5%	6.4%	-0.5%	-3.6%	-0.7%	7.0%	4.3%&2.1%
RmlCD inh 1536	6	x	-13	x	-11	x	x	29&-18

[65] Cc1ccc(-n2nnnc2-c2ccccc2)cc1
[66] C[C@@H](CO)NC(=O)c1ccc2c3n(nc2c1)-c1ccccc1CO3
[67] Cc1nnc2ccc(-c3cccc(NC(=O)c4ccc(Br)o4)c3)nn12
[68] Cc1cccn2c(=O)c3cc(C#N)c(=O)n(CCCN4CCOCC4)c3nc12
[69] CCN(CC)S(=O)(=O)c1ccc(NS(=O)(=O)c2cccc(C)c2)cc1
[70] O=C(CN1CCN(C/C=C/c2ccccc2)CC1)Nc1ccc(F)cc1F
[71] CC(C)(C)c1ccc(-c2nc(-c3ccncc3)no2)cc1
[72] CCN(CC)CCNC(=O)c1ccc(NC2=NC3CS(=O)(=O)CC3S2)cc1 (centres undefined)

Screen / compound no.	65	66	67	68	69	70	71	72
GlmU inhibition	-0.4%	-1.4%	1.6%	2.6%	6.4%	-3.6%	-7.8%	2.7%
RmlCD inh 1536	-5	x	-9	16	-13	9	2	x

Whole records, looked up by structure:
Cc1nnc2ccc(-c3cccc(NC(=O)c4ccc(Br)o4)c3)nn12 is entered as GlmU inhibition = 1.6%; RmlCD inh 1536 = -9
Cc1cccn2c(=O)c3cc(C#N)c(=O)n(CCCN4CCOCC4)c3nc12 is entered as GlmU inhibition = 2.6%; RmlCD inh 1536 = 16

A section from further up:
[65] Cc1ccc(-n2nnnc2-c2ccccc2)cc1
[66] C[C@@H](CO)NC(=O)c1ccc2c3n(nc2c1)-c1ccccc1CO3

Screen / compound no.	65	66
GlmU inhibition	-0.4%	-1.4%
RmlCD inh 1536	-5	x

Next part:
[73] COCCCn1c(N)c(C(=O)NCc2ccco2)c2nc3ccccc3nc21
[74] COc1cccc2cc(S(=O)(=O)c3ccc(C)cc3)/c(=N/NS(=O)(=O)c3ccc(C)cc3)oc12
[75] CN(C)c1nc(C(=O)NN)nc(N(C)C)n1
[76] COC(=O)C1=C(C)OC(N)=C(C#N)C1c1cc(OC)c(OCC(N)=O)cc1Cl (centres undefined)
[77] O=S(=O)(c1ccc(Cl)c(S(=O)(=O)N2CCCC2)c1)N1CCCC1
[78] CCCCNC(=O)C1CC(c2cccc(F)c2)=NO1 (centres undefined)
[79] COc1ccc(-c2nn(-c3ccccc3)cc2C(=O)OCC(=O)c2ccc(C)c([N+](=O)[O-])c2)cc1
[80] CCN(CC)Cc1c(-c2ccccc2)[nH]c2ccc(C)cc2c1=O

Screen / compound no.	73	74	75	76	77	78	79	80
GlmU inhibition	-3.7%	-0.9%	-3.4%	-1.7%	-4.2%	1.9%	2.4%	-3.0%
RmlCD inh 1536	12	6	x	x	5	6	x	-6

[81] COc1ccc(Cl)cc1NC(=O)COC(=O)/C=C/c1c(C)nn(C2CCS(=O)(=O)C2)c1Cl (centres undefined)
[82] Cc1ccc(N2CC(C(=O)N/N=C/c3cccc([N+](=O)[O-])c3)CC2=O)cc1 (centres undefined)
[83] C/C(=N/NC(=O)CNC(=O)c1ccccc1F)c1ccc2c(c1)CCCC2
[84] Cc1ccc(C(=O)NNC(=O)Cc2cccs2)cc1
[85] CCOC(=O)N1CCc2[nH]c3ccc(C)cc3c2C1
[86] O=C(Nc1nc2ccccc2[nH]1)C12CC3CC(CC(C3)C1)C2
[87] O=C(CN(CCc1ccccc1)C(=O)CNS(=O)(=O)c1ccccc1)NCC1CCCO1 (centres undefined)
[88] Cc1cc(NC(=O)CSc2nc3ccccc3n2CCC#N)no1

Screen / compound no.	81	82	83	84	85	86	87	88
GlmU inhibition	-3.8%	1.2%	-5.0%	-0.6%	-3.4%	-6.0%	-5.0%	2.2%
RmlCD inh 1536	-3	8	-5	-6	-1	4	-11	-15

[89] CCN1CCN(c2cc(C)c3cc(NC(=S)N4CCOCC4)ccc3n2)CC1
[90] CC1CN(C2CCCCC2)c2nc3c(c(=O)n(C)c(=O)n3C)n2C1 (centres undefined)
[91] NS(=O)(=O)c1ccc(NCc2c(F)cccc2Cl)cc1
[92] O=c1[nH]c(N2CCCCCC2)nc2ncn(Cc3ccccc3)c12
[93] CCCCCCC(=O)c1c(O)n(-c2ccccc2OC)c(=O)[nH]c1=O (tested in a mixture with another compound)
[94] O=C(CSc1nc2ccccc2o1)Nc1ccc(N2CCOCC2)c(Cl)c1
[95] COC(=O)CC1(c2cccc3ccccc23)C(=O)c2ccccc2C1=O
[96] N#C/C(=C/c1ccc(-c2ccc(Br)cc2)o1)C(=O)NC1CCCCC1
[97] Cc1cccn2c(=O)c(C=O)c(NCc3ccccc3)nc12
[98] Cc1ccn(C(=O)c2ccc(NC(=O)CC(C)C)cc2)n1
[99] COc1cc(C(Nc2ccc(S(=O)(=O)N3CCC(C)CC3)cc2)C(=O)NCC2CCCO2)cc(OC)c1OC (centres undefined)

Screen / compound no.	89	90	91	92	93	94	95	96	97	98	99
GlmU inhibition	0.3%	2.1%	3.1%	6.5%	3.4%	-5.3%	5.2%	1.8%	1.1%	-4.6%	0.1%
RmlCD inh 1536	36	-2	12	-42	-2	12	10	3	-4	-4	-6
